# RSV CPE inhibition: RSV antiviral activity via CPE protection, HEp-2 cells, primary 10 µM value included (AID 2391); HEp-2 cells, RSV-induced CPE inhibition; higher % means a stronger effect; CPE inhibition, % at 10 µM; hits with a dose series show IC50 in µM; 310,000 tested, 0.13% active; in the data active = a potency from the dose series; inconclusive = CPE inhibition mostly from about 23% at the one dose, without a potency; inactive = the rest, 99 in 100 with CPE inhibition below about 21%; note: strong numbers were not always called active
# K1F lysis inhibition: inhibition of K1F phage lysis, E. coli UTI89, bacterial capsule biogenesis inhibitors, alamar blue (AID 488966). 340,000 tested, 0.02% active. inhibition, % at 100 µM; hits with a dose series show IC50 in µM. E. coli UTI89 K1F phage lysis, alamar blue, 2 h; higher % means a stronger effect;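 active = phage lysis inhibition, versus mean bacterial control, above a set limit; inconclusive = no clear call, values can overlap the other calls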;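 note: capsule biogenesis inhibitors block K1F phage lysis so surviving cells raise fluorescence; higher fluorescence means more inhibition of phage lysis; actives were called in the ten point dose series up to 300 µM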
# T cell modulator: T cell immune modulation candidate. 2C CD8+ T cell-vesicle binding, flow cytometry; stronger effect = lower value. calls only at 7 µM. 330,000 tested, 0.068% active. AID 2052;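 active = response, share of CD8 T cells binding vesicles, and their 90th percentile fluorescence all below set limits, cut at about 80% in these data, passing the limit was not always enough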
#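 material = purified 2C TCR transgenic mouse naive CD8+ T cells | controls = Unloaded micro-vesicles (low), QL9 vesicles with 0.7% DMSO (high) | detection = cytometric PE anti-B7-1 and Alexa647 anti-CD8 signals after 1% paraformaldehyde fixation | incubation = binding step 1.5 h, 37 °C, antibody labelling 20 min, ice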
# T cell modulator vesicle-bound %: further read-out of T cell modulator, marked with its call; double positive events, %; measured here: CD8+ vesicle-bound cell fraction;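 binding gate set so that unloaded-vesicle control wells show 10% double positive cells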
# Starred values were filed as active, the others as inactive; i = inactive; ? = inconclusive; [ ] = remark or other dose. The list is partial; rates above refer to the full screens.
SMILES,RSV CPE inhibition,K1F lysis inhibition,T cell modulator,T cell modulator vesicle-bound %
CC1(c2ccccc2)NC(=O)N(CC(=O)N2CCN(S(=O)(=O)c3cccc([N+](=O)[O-])c3)CC2)C1=O (stereo not given),-1.2%,1.0%[50 µM],i,46
CCCOc1ccc(OC(=O)Cc2ccc(OC)c(S(=O)(=O)N3CCOCC3)c2)cc1,-2.0%,-0.1%[50 µM],i,29
C#CCCc1cscc1/C=[N+](\[O-])c1ccc(C(=O)OCC)cc1,3.5%,2.1%,i,37
CS(=O)(=O)c1ccc(NC(=O)c2ccccc2-n2cnnn2)cc1,2.8%,0.9%[50 µM],i,29
CN(C)S(=O)(=O)c1cccc(NC(=O)COC(=O)C2CCN(C(=O)c3ccc(F)cc3)CC2)c1,0.6%,0.6%[50 µM],i,29
Cc1cccc(C(C)n2nnc3ccccc32)c1O (stereo not given),1.9%,0.1%,i,59
Cc1ccc(S(=O)(=O)NC(CC(C)C)C(=O)N2CCN(C/C=C/c3ccccc3)CC2)cc1 (stereo not given),-0.7%,-0.5%[50 µM],i,17
Cc1ccccc1C(=O)NCC(c1ccco1)N1CCc2ccccc2C1 (stereo not given),6.7%,1.3%[50 µM],i,60
CCOC(=O)[C@H]1[C@H]2COc3ccc(Cl)cc3[C@@H]2N2C(=O)CNC(=O)[C@@]12C,-0.4%,0.4%,i,25
CCCCN(C(=O)c1ccc(-c2ccc(Cl)cc2)o1)c1c(N)n(CCCC)c(=O)[nH]c1=O,-0.3%,-0.1%[50 µM],i,24
O=C(CN1CCN(C(=O)c2ccc(-c3nc4ccccc4s3)o2)CC1)Nc1ccc(F)cc1,12%,-0.6%[50 µM],i,41
O=C(CNS(=O)(=O)c1ccc2c(c1)OCCCO2)N1CCN(Cc2ccccc2)CC1,1.8%,0.6%[50 µM],i,51
Cc1cccc(C(=O)OC(C)C(=O)NCC2CCCCC2)c1O (stereo not given),1.2%,0.9%[50 µM],i,28
O=C(Nc1ccc2c(c1)CCC2)c1cc(F)cc(F)c1,7.5%,1.0%[50 µM],i,8
O=C(NCc1cccnc1)C(=O)Nc1cc2c3c(c1)CC(=O)N3CCC2,2.4%,1.2%[50 µM],i,61
Cc1cc(NC(=O)C(C)SCC(=O)Nc2ccccc2C(C)(C)C)no1 (stereo not given),-0.7%,1.0%[50 µM],i,58
CCCNC(=O)c1ccccc1NC(=O)Cc1ccc(OC)c(S(=O)(=O)N2CCOCC2)c1,1.1%,1.7%[50 µM],i,39
O=C(CSc1ccccc1)NCC(c1ccco1)N1CCCCC1 (stereo not given),0.8%,6.2%,i,42
CN(C)S(=O)(=O)c1ccc(C(=O)NCC2(N3CCOCC3)CCCCC2)cc1,0.4%,0.3%[50 µM],i,34
CC(=O)Nc1ccc(NC(=O)C(C)OC(=O)c2cc(S(=O)(=O)N(C)C)ccc2N2CCCC2)cc1 (stereo not given),-0.7%,0.3%[50 µM],i,26
CC(OC(=O)c1ccccc1NCCO)C(=O)Nc1ccnn1C(C)C (stereo not given),-1.6%,0.8%[50 µM],i,49
CCN(C1CCS(=O)(=O)C1)S(=O)(=O)c1cc(C)ccc1C (stereo not given),-1.4%,0.0%[50 µM],i,19
OCC[C@H]1C[C@@H](O)[C@H](O)[C@]2(Cc3ccccc3CO2)O1,-0.4%,-4.9%,i,37
CCOC(=O)c1c(C)[nH]c(C)c1C(=O)COC(=O)c1ccc(S(=O)(=O)C(F)F)cc1,0.1%,0.2%[50 µM],i,31
CCCCn1c(N)c(N(CCOC)C(=O)CSc2n[nH]c(-c3ccc(C)cc3)n2)c(=O)[nH]c1=O,-0.2%,0.5%[50 µM],i,29
CN1CCC(N(C)S(=O)(=O)c2ccc(NC(=O)COc3cccc(Cl)c3)cc2)CC1,-2.0%,2.1%[50 µM],i,25
COc1cccc(NC(=O)COC(=O)c2ccc(C)c(S(=O)(=O)N3CCCCC3)c2)c1,4.2%,-0.1%[50 µM],i,31
O=C(CNc1cccc(C(F)(F)F)c1)Nc1cccc(S(=O)(=O)N2CCCC2)c1,5.3%,-0.1%[50 µM],i,16
COc1ccc(-c2csc(NC(=O)CCCc3nc4ccccc4c(=O)[nH]3)n2)cc1OC,-0.1%,1.4%[50 µM],i,42
COc1ccc(CCNC(=S)N2CCN(S(=O)(=O)c3ccc(F)cc3)CC2)cc1,-2.6%,0.8%[50 µM],i,8
O=C(Nc1ccc(F)c(F)c1)c1ccccc1,5.2%,0.2%,i,18
COc1ccccc1CCC(=O)OCC(=O)NC1CCCC1,-1.9%,1.7%[50 µM],i,26
Cc1sc(NC(=O)C2=COCCO2)c(C(N)=O)c1C,1.8%,1.5%[50 µM],i,43
NC(=O)c1ccccc1NC(=O)COC(=O)C1(c2ccccc2)CC1,-0.7%,-0.3%[50 µM],i,18
O=C(Cn1ccc(NC(=O)OCc2ccccc2)nc1=O)NCCc1c[nH]c2ccccc12,-0.1%,0.9%,i,20
CN(C)Cc1ccc(CNC(=O)c2ccc(Cl)c(S(=O)(=O)NC3CC3)c2)cc1,-1.5%,0.8%[50 µM],i,55
O=C(NCC(c1cccs1)N1CCOCC1)c1cc(S(=O)(=O)N2CCOCC2)ccc1F (stereo not given),-0.1%,1.3%[50 µM],i,41
CCn1nc(C(=O)N2CCc3ccccc32)c2ccccc2c1=O,-0.9%,0.7%[50 µM],i,54
CS(=O)(=O)N(CC(=O)O)c1cc(C(F)(F)F)ccc1Cl,-0.2%,-1.3%,i,27
CC(NC(=O)c1ccco1)C(=O)N1CCN(c2cccc(Cl)c2)CC1 (stereo not given),1.4%,0.9%[50 µM],i,29
COc1ccc(C(=O)N2CCc3ccccc32)cc1S(=O)(=O)N1CCOCC1,0.2%,0.1%[50 µM],i,17
COc1ccc(OC)c(C(=O)Nc2ccc3[nH]ccc3c2)c1,5.8%,0.3%,i,26
Cc1n[nH]c(=O)c2c(NC(=O)CSc3ccc(F)cc3)oc(C)c12,0.4%,1.3%[50 µM],i,32
O=C(NNC(=O)c1ccccc1O)c1ccc(NS(=O)(=O)c2ccc(F)c(F)c2)cc1,-1.2%,0.6%[50 µM],i,31
CCc1ccc(C(=O)C(C)OC(=O)Cn2[nH]c(=O)c3ccccc3c2=O)cc1 (stereo not given),1.0%,2.3%[50 µM],i,17

# A stretch from further up, as a working copy:
SMILES,RSV CPE inhibition,K1F lysis inhibition,T cell modulator,T cell modulator vesicle-bound %
CC(NC(=O)c1ccco1)C(=O)N1CCN(c2cccc(Cl)c2)CC1 (stereo not given),1.4%,0.9%[50 µM],i,29
COc1ccc(C(=O)N2CCc3ccccc32)cc1S(=O)(=O)N1CCOCC1,0.2%,0.1%[50 µM],i,17
COc1ccc(OC)c(C(=O)Nc2ccc3[nH]ccc3c2)c1,5.8%,0.3%,i,26
Cc1n[nH]c(=O)c2c(NC(=O)CSc3ccc(F)cc3)oc(C)c12,0.4%,1.3%[50 µM],i,32
O=C(NNC(=O)c1ccccc1O)c1ccc(NS(=O)(=O)c2ccc(F)c(F)c2)cc1,-1.2%,0.6%[50 µM],i,31

# (further entries)
SMILES,RSV CPE inhibition,K1F lysis inhibition,T cell modulator,T cell modulator vesicle-bound %
CCCn1c(N)c(N(CCOC)C(=O)CSCC(=O)Nc2ccc(C)cc2)c(=O)[nH]c1=O,-0.2%,0.3%[50 µM],i,52
COc1ccc(-c2csc(NC(=O)CN3C(=O)NC4(CCCC4)C3=O)n2)c(OC)c1,-0.7%,1.8%[50 µM],i,41
CCOc1ccccc1N1CCN(CC(=O)N(C2CCCC2)C2CCS(=O)(=O)C2)CC1 (stereo not given),2.0%,1.0%[50 µM],i,13
CC(C)Cn1c(N)c(C(=O)CSc2nc3ncc(Cl)cc3[nH]2)c(=O)n(C)c1=O,13%,1.0%[50 µM],i,34
CC(OC(=O)c1ccc([N+](=O)[O-])o1)C(=O)NC1CCCCC1C (stereo not given),2.0%,-0.8%,i,41
Cc1ccc2nc(-c3ccccc3)cc(C(=O)Nc3cccnc3)c2c1,1.9%,0.5%[50 µM],i,35
CCc1ccc(Nc2ccc3nonc3c2[N+](=O)[O-])cc1,4.2%,0.4%,i,29
CC(OC(=O)c1ccc(NC(=O)CC#N)cc1)C(=O)Nc1nc(-c2ccccc2)cs1 (stereo not given),?,-0.9%[50 µM],i,6
CCN(c1ccccc1)S(=O)(=O)c1ccc(OC)c(NC(=O)CN2C(=O)NC(C)(C)C2=O)c1,1.1%,0.3%[50 µM],i,45
CC(OC(=O)Cc1ccsc1)C(=O)Nc1ccc(Cl)cn1 (stereo not given),-1.6%,0.4%[50 µM],i,44
CCCCCCCNC(=O)C1(CC2CC(c3ccccc3)=NO2)CCN(C(=O)OC(C)(C)C)CC1 (stereo not given),3.5%,-3.6%,i,37
CCOc1ccc(CCNC(=O)COC(=O)COc2ccc(C(C)=O)cc2)cc1OCC,0.3%,0.1%[50 µM],i,57
N#Cc1cccc(S(=O)(=O)NCc2nnc3ccccn23)c1,0.9%,0.4%[50 µM],i,47
CCCN(C(=O)c1cc(Cl)nc2ccccc12)c1c(N)n(Cc2ccccc2)c(=O)[nH]c1=O,-0.3%,0.6%[50 µM],i,14
CC(=O)c1ccc(-c2ccc(C(=O)Nc3nc(C)c(C(C)=O)s3)o2)cc1,1.3%,0.4%[50 µM],i,29

# Entries of single compounds from above. Screens in order: RSV CPE inhibition | K1F lysis inhibition | T cell modulator | T cell modulator vesicle-bound %
# CCOc1ccc(CCNC(=O)COC(=O)COc2ccc(C(C)=O)cc2)cc1OCC reads 0.3% | 0.1%[50 µM] | i | 57
# CCOc1ccccc1N1CCN(CC(=O)N(C2CCCC2)C2CCS(=O)(=O)C2)CC1 (stereo not given) reads 2.0% | 1.0%[50 µM] | i | 13

# (list continues)
SMILES,RSV CPE inhibition,K1F lysis inhibition,T cell modulator,T cell modulator vesicle-bound %
CC(=O)Nc1cccc(N)c1,0.5%,1.4%,i,25
CCc1ccc(OCCNc2cc(N3CCNC(C)C3)ccc2[N+](=O)[O-])cc1 (stereo not given),-2.0%,0.8%[50 µM],i,14
Cn1nc(C(=O)OCC(=O)c2ccc(Br)cc2)c2ccccc2c1=O,0.4%,1.0%[50 µM],i,46
COC(=O)c1c(C)[nH]c(C(=O)OC(C)C(=O)N2CCOCC2)c1C (stereo not given),0.7%,1.7%[50 µM],i,32
CCN1CCN(c2ccccc2NC(=O)c2ccc(-n3cccn3)cc2)CC1,-0.8%,0.4%[50 µM],i,17
CC1CC1C(=O)N(CCC1=CCCCC1)c1c(N)n(Cc2ccccc2)c(=O)[nH]c1=O (stereo not given),-1.8%,1.1%[50 µM],i,22
COc1cccc(CNC(=O)CC(NC(=O)c2ccccc2)c2ccccc2)c1 (stereo not given),0.1%,-1.6%,i,17
COc1cccc(N=NC2C(=O)N(C(N)=S)N=C2C)c1 (stereo not given),7.2%,0.8%,i,24
Cc1ccc(C(=O)OCC(=O)NCc2ccco2)cc1S(=O)(=O)N1CCOCC1,-1.5%,1.6%[50 µM],i,25
CC1CCN(C(=O)CSc2nnc3ccc(-c4cccnc4)nn23)CC1,-1.4%,1.4%[50 µM],i,29
CCN(Cc1nc2cc(Cl)ccc2c(=O)[nH]1)C(=O)c1ccc(C)c(NC(=O)c2ccco2)c1,0.3%,0.3%[50 µM],i,32
CSCCC(NC(=O)c1ccc(Cl)cc1)C(=O)OCC(=O)N1CCCC1=O (stereo not given),-0.9%,1.1%[50 µM],i,40
Cc1cccc(NC(=O)C2CCN(C(=O)c3ccc(Cl)cc3)CC2)n1,-0.6%,-1.6%,i,55
CSc1ccccc1C(=O)Nc1ccc(S(=O)(=O)NC2=NCCCCC2)cc1,2.2%,0.7%[50 µM],i,13
Cc1ccccc1NS(=O)(=O)c1ccc(C(=O)N2CCC2)cc1,1.5%,0.9%[50 µM],i,23
Cc1ccccc1-n1c(C)nnc1SC(C)C(=O)NCC1CCCO1 (stereo not given),0.4%,1.0%[50 µM],i,30
CCC(=O)c1c(CC)c2n3c1CC[C@H]3CCC2,6.2%,1.6%,i,27
COc1ccc(NC(=O)CSc2nnc3ccc(-c4ccccn4)nn23)cc1OC,-2.0%,0.2%[50 µM],i,33
Cc1ccc(OC(=O)C2CCN(C(=O)c3ccccc3C)CC2)c(Br)c1,-1.2%,-1.1%,i,37
COC(=O)[C@H](Cc1ccccc1)NS(=O)(=O)N[C@@H](Cc1ccccc1)C(=O)OC,0.6%,-4.2%,i,24
CCCCN(C(=O)c1ccc2c(c1)OCCO2)c1c(N)n(CC(C)C)c(=O)[nH]c1=O,-0.7%,1.1%[50 µM],i,6
COc1ccc(S(=O)(=O)NC2CC(=O)N(c3ccc(C)c(C)c3)C2)cc1 (stereo not given),-1.5%,0.5%[50 µM],i,28
CCOc1ccc(NC(=O)CN(C)C(=O)c2ccccc2OCc2cccc(C)c2)cc1OCC,1.4%,-0.3%[50 µM],i,26
O=C(NCc1ccc(F)cc1)C1CCCN1S(=O)(=O)c1ccccc1C(F)(F)F (stereo not given),0.1%,-0.1%[50 µM],i,43
Cc1ccc2c(c1)[C@H]1[C@H](CO2)[C@H](c2ccccc2)[C@]2(C)C(=O)N(Cc3ccc(Cl)cc3)CC(=O)N12,-0.6%,2.8%,i,21
